Assay outcomes from PubChem BioAssay.
IMP-1 inh: inhibitors of Pseudomonas aeruginosa IMP-1 metallo-beta-lactamase; AID 1556; purified IMP-1, nitrocefin hydrolysis, epi-absorbance fluorescence; inhibition, % at 5.6 µM; actives 0.45% (n = 290,000);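 active = inhibition above the mean plus 3 SD of all compounds in the same screening run, cut at about 4.5% in these data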;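 note: 0% = IMP-1 with DMSO and 100% = DMSO wells lacking enzyme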
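System: Purified IMP-1 | Read-out basis: Percent enzyme inhibition | Controls: IMP-1 with DMSO as 0%, enzyme-free DMSO as 100% | Replicates: One well per compound | Doses: 5.6 µM nominal single concentration | Detection: Epi-absorbance fluorescence, 480 nm excitation, 530 nm emission | Incubation: 25 °C, 15 min preincubation, 25 min reaction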
pCIP destab: p/CIP protein destabilization | Q05BA5 | actives 0.01% (n = 290,000) | decrease of EGFP signal, % at 10 µM | AID 1984 | F442A p/CIP-EGFP cells, EGFP fluorescence, 16 h;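 active = EGFP signal decrease of at least 30% at 10 µM or well 3 SD below plate mean, unless failing retest; inactive = the rest, including hits failing retest or dose response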; note: some compounds called inactive have numbers as strong as hits; many of its hits are not listed in these tables
PHOSPHO1 inh: PHOSPHO1 (human) inhibition. Q8TCT1. recombinant PHOSPHO1, absorbance phosphatase assay. inhibition, % at 13.3 µM. actives 1.1% (n = 290,000); in the data active = inhibition above about 60%
M18AAP inhibitor: blocks P. falciparum M18 aspartyl aminopeptidase; inhibition, % at 7.35 µM; recombinant PfM18AAP, H-Glu-NHMec fluorogenic cleavage; AID 1822; actives 1.2% (n = 290,000);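 active = inhibition above the campaign mean inhibition over all tested compounds plus 3 SD, cut at about 28% in these data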;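 note: 0% = plate median of test compound wells and 100% = 2 mM ZnCl2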
IDE inh: inhibitors of human insulin-degrading enzyme in cells. HEK cells, FAbetaB cleavage, fluorescence polarization. inhibition, % at 5.59 µM. P14735. actives 0.41% (n = 320,000). AID 434962;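 active = percent inhibition above the average of all tested compounds plus 3 SD, set per screening campaign, cut at about 16% in these data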;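 note: IDE supplied by intact live HEK cells; FP after avidin binding of uncleaved biotin substrate so inhibition keeps polarization high; 0% = DMSO wells and 100% = 60 µM reference IDE inhibitor Ii1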
Target sequence (P14735 whole entry, looked up): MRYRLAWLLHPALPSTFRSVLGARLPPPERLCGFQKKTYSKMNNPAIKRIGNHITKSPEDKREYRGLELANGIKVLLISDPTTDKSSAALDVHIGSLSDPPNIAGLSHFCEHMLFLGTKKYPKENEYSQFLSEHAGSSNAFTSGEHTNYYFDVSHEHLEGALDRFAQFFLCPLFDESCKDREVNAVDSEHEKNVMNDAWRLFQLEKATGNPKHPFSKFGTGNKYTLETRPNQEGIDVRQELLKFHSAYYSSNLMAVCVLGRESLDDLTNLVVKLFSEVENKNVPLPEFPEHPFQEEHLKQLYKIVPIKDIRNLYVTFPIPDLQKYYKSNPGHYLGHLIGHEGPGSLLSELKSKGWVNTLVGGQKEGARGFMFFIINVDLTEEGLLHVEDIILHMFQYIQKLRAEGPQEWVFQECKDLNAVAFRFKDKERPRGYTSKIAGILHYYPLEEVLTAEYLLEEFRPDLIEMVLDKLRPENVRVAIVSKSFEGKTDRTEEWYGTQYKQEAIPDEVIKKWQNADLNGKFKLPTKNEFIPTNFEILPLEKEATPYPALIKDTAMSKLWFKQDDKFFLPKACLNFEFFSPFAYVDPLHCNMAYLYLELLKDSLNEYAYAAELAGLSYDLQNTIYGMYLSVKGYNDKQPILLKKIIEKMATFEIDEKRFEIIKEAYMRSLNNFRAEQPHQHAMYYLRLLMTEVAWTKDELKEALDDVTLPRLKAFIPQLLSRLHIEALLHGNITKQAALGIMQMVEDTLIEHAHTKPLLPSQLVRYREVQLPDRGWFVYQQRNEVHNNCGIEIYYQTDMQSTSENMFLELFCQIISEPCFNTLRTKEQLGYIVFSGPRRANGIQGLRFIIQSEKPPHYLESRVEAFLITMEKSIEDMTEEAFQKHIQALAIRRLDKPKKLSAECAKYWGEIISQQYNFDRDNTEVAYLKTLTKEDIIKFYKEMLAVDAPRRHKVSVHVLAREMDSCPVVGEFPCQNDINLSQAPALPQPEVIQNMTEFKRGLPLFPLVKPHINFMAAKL
VIM-2 inh: blocks Pseudomonas aeruginosa VIM-2 metallo-beta-lactamase. purified VIM-2, nitrocefin hydrolysis, epi-absorbance fluorescence. inhibition, % at 5.6 µM. actives 0.89% (n = 290,000). AID 1527;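 active = inhibition above the mean of all tested compounds plus 3 SD, cutoff set per screening run, cut at about 7.5% in these data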;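 note: red hydrolysis product quenches plate fluorescence so inhibitors raise well fluorescence; 0% = enzyme with DMSO and 100% = DMSO without enzyme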
GPR7 antag: human neuropeptides B/W receptor 1 antagonism | P48145 | GPR7-expressing cells, fluorescence antagonist assay | inhibition, % at 4.4 µM | actives 1.1% (n = 290,000) | AID 1861; in the data active = inhibition above about 16%, passing the limit was not always enough;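 note: cells stimulated with the agonist NPW; 0% = agonist with vehicle and 100% = vehicle without agonist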
IDE act: boosts human insulin-degrading enzyme activity in HEK cells; actives 0.073% (n = 340,000); P14735; activation, % at 5.96 µM; FAbeta-B cleavage, fluorescence polarization; 0% vehicle, 100% cell-free pure enzyme wells;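 active = activation above the mean of all tested compounds plus 3 SD, set per screening campaign, cut at about 17% in these data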
NALP1 inh: inhibitors of NALP1 inflammasome in yeast; S. cerevisiae NALP1/ASC/caspase-1 growth, X-gal OD620, 72 h; inhibition, % at 10 µM; actives 0.61% (n = 280,000); in the data active = inhibition mostly above about 24%, no sharp cut-off; inactive = mostly below about 32%; note: some compounds called inactive have numbers as strong as hits
Numbers without * were called inactive; . = no result given.

The first two entries (preview)
cpd	IMP-1 inh	pCIP destab	PHOSPHO1 inh	SMILES	M18AAP inhibitor	IDE inh	VIM-2 inh	GPR7 antag	IDE act	NALP1 inh
1	-0.3	-11	8	Cc1ccc(-n2ncc3ccccc3c2=O)cc1Cl	0	3	0.2	-1	-7	2
2	-3.4	4	0	COCCNc1nnc(SCC(=O)Nc2cc(-c3ccccc3)nn2-c2ccccc2)s1	14	1	-1.9	1	-4	13

This part in full, previewed entries included:
cpd	IMP-1 inh	pCIP destab	PHOSPHO1 inh	SMILES	M18AAP inhibitor	IDE inh	VIM-2 inh	GPR7 antag	IDE act	NALP1 inh
1	-0.3	-11	8	Cc1ccc(-n2ncc3ccccc3c2=O)cc1Cl	0	3	0.2	-1	-7	2
2	-3.4	4	0	COCCNc1nnc(SCC(=O)Nc2cc(-c3ccccc3)nn2-c2ccccc2)s1	14	1	-1.9	1	-4	13
3	-1.7	-6	29	Cc1ccccc1C(=O)OCc1cnc(Cl)s1	-6	3	-1.9	0	5	-13
4	-0.5	3	19	COc1ccc(N2CCN(S(=O)(=O)c3cn(C)c(=O)n(C)c3=O)CC2)cc1	1	1	-1.8	-6	-3	.
5	-3.4	-2	12	CCc1ccc2[nH]c(=O)c(CN(Cc3ccccc3)C(=O)Nc3ccccc3OC)cc2c1	0	-2	-4.7	-18	1	-4
6	-2.5	-7	6	COCCN1CCN(Cc2cn[nH]c2-c2cc3ccccc3o2)CC1	1	-4	-1.0	-7	3	-2
7	-1.8	-1	-11	O=C(CCC(=O)c1cccs1)OCC(=O)N1CCN(S(=O)(=O)c2ccccc2)CC1	-6	-4	-0.8	-15	-4	-12
8	-4.2	-7	15	O=C(COc1ccccc1Cl)NCCCNC(=O)c1ccccn1	3	4	-2.0	-4	5	16
9	-3.3	-2	24	CC(C)(C)NC(=O)C(c1cccs1)N(C(=O)c1csnn1)c1ccccc1F (stereo not drawn)	5	5	-3.7	-8	-1	9
10	-4.5	-22	-2	Nc1ncnc(Nc2ccc(F)cc2)n1	2	1	0.7	-6	3	16
11	-2.0	9	1	Cc1ccnc(NS(=O)(=O)c2ccc(NC(=O)CCS(=O)(=O)c3ccccc3)cc2)n1	3	3	-2.9	-9	5	-11
12	-2.2	13	-3	N#CCCn1cnc2ccccc21	-1	-1	-3.4	-17	-6	20

Part of the list above, showing only VIM-2 inh:
| # | Molecule | VIM-2 inh |
| --- | --- | --- |
| 6 | COCCN1CCN(Cc2cn[nH]c2-c2cc3ccccc3o2)CC1 | -1.0 |
| 7 | O=C(CCC(=O)c1cccs1)OCC(=O)N1CCN(S(=O)(=O)c2ccccc2)CC1 | -0.8 |
| 8 | O=C(COc1ccccc1Cl)NCCCNC(=O)c1ccccn1 | -2.0 |
| 9 | CC(C)(C)NC(=O)C(c1cccs1)N(C(=O)c1csnn1)c1ccccc1F (stereo not drawn) | -3.7 |
| 10 | Nc1ncnc(Nc2ccc(F)cc2)n1 | 0.7 |
| 11 | Cc1ccnc(NS(=O)(=O)c2ccc(NC(=O)CCS(=O)(=O)c3ccccc3)cc2)n1 | -2.9 |

(next part)
cpd	IMP-1 inh	pCIP destab	PHOSPHO1 inh	SMILES	M18AAP inhibitor	IDE inh	VIM-2 inh	GPR7 antag	IDE act	NALP1 inh
13	-4.6	2	.	CC1CC(C)CN(CC(O)COCc2ccccc2)C1 (stereo not drawn)	1	1	-0.3	-11	9	-28
14	-1.3	-9	.	COc1ccc(C2C(C#N)=C(N)Oc3cc(O)ccc32)cc1Cl (stereo not drawn)	15	11	1.6	8	2	6
15	-2.1	-2	34	COc1ccc(-c2nsc3c(N4CCN(S(=O)(=O)c5ccccc5F)CC4)ncnc23)cc1	1	3	-7.6	-7	3	-14
16	-1.7	2	4	c1ccc(CN2CCN(c3nc(-c4ccccn4)nc4ccccc34)CC2)cc1	0	-4	1.1	4	8	17
17	1.5	-13	-31	COC(=O)c1nnn(-c2nonc2N)c1CSc1nc2ccccc2s1	-6	-2	-1.1	2	-2	22
18	-1.4	-18	9	CCCCN(C)c1nc(-c2ccco2)c2c(c1C#N)CC(C)(C)OC2	-6	2	-2.2	-7	3	-11
19	-2.7	-12	-30	CC(=O)c1ccc(N2CCN(C(=O)COc3ccc(F)cc3)CC2)c(F)c1	-1	7	-2.0	10	1	-4
20	-0.1	7	42	COCCN(Cc1ccco1)C(=O)Cn1ncc2c(=O)oc3ccccc3c21	-11	1	-0.3	6	-1	.
21	-2.9	-3	30	CCOc1cc(/C=C2/C(=O)N(c3ccccc3)N=C2C)ccc1OC(=O)c1ccco1	-2	2	1.2	-3	3	-4
22	-0.8	-19	5	CC1CCCN(Cc2nc3c(c(=O)n(C)c(=O)n3C)n2CC(N)=O)C1 (stereo not drawn)	-13	-4	1.0	-13	5	11
23	-4.1	-18	38	COc1ccc(NC2=C(NC(C)=O)C(=O)c3ccccc3C2=O)cc1	1	6	-2.7	-6	-1	22
24	-0.4	-21	8	O=C(O)CCC(=O)Nc1ccc(NC(=O)c2ccc(Cl)cc2Cl)c(Cl)c1	-3	-2	-1.7	-2	5	-2

A draw from above in order of molecular weight, high to low.
cpd	IMP-1 inh	pCIP destab	PHOSPHO1 inh	SMILES	M18AAP inhibitor	IDE inh	VIM-2 inh	GPR7 antag	IDE act	NALP1 inh
24	-0.4	-21	8	O=C(O)CCC(=O)Nc1ccc(NC(=O)c2ccc(Cl)cc2Cl)c(Cl)c1	-3	-2	-1.7	-2	5	-2
17	1.5	-13	-31	COC(=O)c1nnn(-c2nonc2N)c1CSc1nc2ccccc2s1	-6	-2	-1.1	2	-2	22
16	-1.7	2	4	c1ccc(CN2CCN(c3nc(-c4ccccn4)nc4ccccc34)CC2)cc1	0	-4	1.1	4	8	17

The list continues:
cpd	IMP-1 inh	pCIP destab	PHOSPHO1 inh	SMILES	M18AAP inhibitor	IDE inh	VIM-2 inh	GPR7 antag	IDE act	NALP1 inh
25	-1.8	-3	-154	CC(C)C[C@@H](CN=[N+]=[N-])N1CCN(C)CCC1=O	11	8	-2.2	-10	-1	10
26	-0.2	5	46	O=C(O)/C=C/C(=O)c1ccc2c(c1)NC(=O)CO2	-27	13	-0.3	-7	-3	6
27	0.3	-10	9	O=C(Nc1ccc(O)cc1)C1CCCO1 (stereo not drawn)	-6	6	-2.8	-5	7	-8
28	-4.5	-24	-6	COc1ccccc1-c1c(-c2ccc(O)cc2O)n[nH]c1C(F)(F)F	7	1	-1.3	11	9	-7
29	-5.2	-13	-12	CCOc1cc(/C=N/NC(=O)Cn2nc([N+](=O)[O-])cc2C)cc(Br)c1OCc1ccccc1F	3	-5	-4.2	-1	0	8
30	-0.6	-6	38	Cc1ccc(-c2ccc(SCC(=O)NC3CCCC3)nn2)cc1	4	-1	-0.2	4	8	21
31	-2.6	-1	43	O=C(NC(=O)N1CCCCC1)c1ccccc1	3	8	-0.7	-4	-2	-23
32	-2.4	-1	-1	O=C(COc1ccc(Cl)cc1)N(Cc1ccccc1)c1nc(-c2ccccc2)cs1	-1	6	-2.1	2	2	-7
33	-2.9	-4	17	O=C(Cc1ccccc1)N/N=C/c1cccs1	2	-4	-3.6	2	2	27
34	4.0	-1	40	O=C(CSc1nnc(-c2ccc(Cl)cc2)n1Cc1ccco1)c1cccs1	-26	-1	-0.2	0	-8	31
35	-1.8	-7	23	CN1CCN(c2ccccc2NC(=O)c2cccs2)CC1	7	12	-3.3	-17	1	4
36	-4.0	-1	36	COc1ccc(CCN2C(=NC(=O)C(C)C)SC3CS(=O)(=O)CC32)cc1 (stereo not drawn)	4	0	-0.8	-16	2	7
37	-1.9	-8	-6	COc1ccccc1CNC(=O)C(CCSC)NC(=O)C1CCC(C)CC1 (stereo not drawn)	0	8	-1.7	8	0	4
38	-2.8	-17	24	Cc1nc2scc(-c3cccs3)c2c(=O)n1-n1cccc1	-2	-3	-2.6	-15	-5	10
39	-2.0	11	-5	O=S(=O)(c1ccc2nc(-c3ccccc3)[nH]c2c1)N1CCN(c2cccc(Cl)c2)CC1	-18	-6	-2.0	-7	-1	38
40	-3.7	-6	16	CCOC(=O)N1CCN(C(=O)CCS(=O)(=O)c2ccc3c(c2)CCN3C(=O)CC)CC1	-5	-3	-1.8	1	1	-3
41	-1.7	-4	107*	COc1cc(OC)c2c(c1)C(=O)c1cc(OC)cc(OC)c1C2=O	2	9	-1.6	2	6	-9
42	-1.5	5	24	COc1ccc(OCc2cc(C(=O)NCCc3ccccc3)no2)c(Cl)c1	-2	-4	-0.1	-10	1	9
43	-4.0	2	-12	O=C(CN1CCN(c2ccc(O)cc2)CC1)Nc1cc([N+](=O)[O-])ccc1Cl	33*	1	-2.2	-4	2	16
44	-1.3	5	0	COc1ccccc1N(C(=O)c1cncc(Br)c1)c1nc(-c2ccc(C)cc2)cs1	2	3	0.4	6	3	11
45	-5.7	4	-7	c1coc(-c2nnc(NC3=NCCC3)o2)c1	-1	-4	-2.7	-26	0	-1
46	-0.6	-10	-2	N#CC(C#N)=C(Nc1ccc(F)cc1)SCc1cccc(Br)c1	-6	5	-2.7	1	4	56
47	-2.0	-4	-16	COc1ccccc1Nc1nnc(SCC2CCCCO2)s1 (stereo not drawn)	7	5	-2.1	-3	9	-8
48	0.2	-10	15	CNC(=O)c1c(NC(=O)c2ccc(N3C(=O)CCC3=O)cc2)sc2c1CCC(C)C2 (stereo not drawn)	5	5	-1.8	6	-3	19
49	-2.5	12	-2	CCC(=O)Nc1sc2c(c1C#N)CCC2	-6	-1	-1.6	-11	1	5
50	-1.4	-5	-11	CCN(C(=O)c1ccccc1)c1ccc([N+](=O)[O-])cc1	-15	-2	1.2	-9	-3	19
